# Assay outcomes from PubChem.
# SUMO1-SIM PPI = modulators of human SUMO1-mediated protein-protein interactions; P63165; SUMO1 binding to a labelled peptide, TR-FRET, 1 h; inhibition, % at 20 µM; 360,000 tested, 0.33% active; AID 602429; in the data active means inhibition above about 37%
# Target sequence (P63165 whole entry, looked up): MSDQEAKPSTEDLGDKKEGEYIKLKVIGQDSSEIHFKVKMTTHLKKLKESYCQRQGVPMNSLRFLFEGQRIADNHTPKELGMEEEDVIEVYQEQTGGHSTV
# CSN inh = CSN deneddylation inhibition | AID 651999 | 360,000 tested, 0.38% active | Purified CSN, SCF-Nedd8-OG deneddylation, fluorescence polarization | Q92905 | inhibition, % at 12.5 µM;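 active means pattern-corrected inhibition above about 35%, with an unprinted fluorescence ratio check between 0.5 and 1.5, limit read from the data, passing the limit was not always enough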;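 further: 0% = enzyme with substrate and 100% = substrate without enzyme; some results filed as inactive read as strong as hits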
# Target sequence (Q92905 whole entry, looked up, one chain of several): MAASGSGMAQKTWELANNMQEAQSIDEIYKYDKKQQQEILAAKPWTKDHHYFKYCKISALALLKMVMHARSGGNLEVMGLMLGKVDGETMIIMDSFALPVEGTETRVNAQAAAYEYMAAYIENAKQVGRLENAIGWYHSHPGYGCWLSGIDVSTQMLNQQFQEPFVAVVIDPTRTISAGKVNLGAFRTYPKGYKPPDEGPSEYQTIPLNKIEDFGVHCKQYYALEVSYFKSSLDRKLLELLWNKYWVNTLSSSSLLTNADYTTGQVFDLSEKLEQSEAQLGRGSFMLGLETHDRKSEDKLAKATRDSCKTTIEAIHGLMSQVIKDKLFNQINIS
#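 Assay system: purified human Csn5 enzyme expressed in HEK293T cells; Input: 0.24 nM Csn5 enzyme, final concentration; Reagent: 10 nM SCFSkp2-Nedd8OG; Compound dosing: 12.5 µM single point; Times: reaction 90 min, room temperature; Technique: fluorescence polarization readout.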
# Tb MetRS inh = Trypanosoma brucei MetRS inhibition. purified T. brucei MetRS, ATP depletion, Kinase-Glo luminescence. inhibition, % at 11.9 µM. 360,000 tested, 0.4% active;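 active means inhibition above a per-plate cutoff of the control wells' mean inhibition plus 3 SD, cut at about 5.5% in these data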;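 further: 0% = DMSO wells median and 100% = median of wells with control inhibitor compound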
#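 Material: parasite MetRS enzyme / Replication: singlicate, one well per compound / Signal: luminescence of leftover ATP / Schedule: 2 h aminoacylation at 25 °C after 15 min preincubation / Medium: HEPES-MgCl2-KCl buffer plus DTT, spermine, BSA, pyrophosphatase / Doses: 11.9 µM single point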
# DNMT1 inh = blocks human DNA methyltransferase DNMT1. P26358. DNMT1 molecular beacon, Hinp1I cleavage, fluorescence. inhibition (reported as % activation of signal), % at 10 µM. 360,000 tested, 0.83% active; in the data active means inhibition above about 50%
# Rpn11 inh = inhibitors of human proteasome Rpn11; O00487; human 26S proteasome, Ub4-pepOG fluorescence polarization; 20S core pre-blocked with epoxomicin; calls only at 20 µM; 360,000 tested, 0.59% active; AID 588493;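 active means inhibition at 20 µM, scaled to each plate's controls, above about 33%, limit read from the data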
# NadD block = blocks S. aureus nicotinate mononucleotide adenylyltransferase; 360,000 tested, 0.78% active; purified NadD enzyme, colorimetric absorbance read-out; inhibition, % at 20 µM; AID 602399; in the data active means inhibition above about 26%; further: some compounds past the cut are filed as inactive
# MsrA inh = inhibitors of bovine MsrA. purified bovine MsrA, absorbance read-out. inhibition, % at 15.5 µM. 360,000 tested, 0.75% active. AID 651718; in the data active means inhibition above about 4.5%;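 further: 0% = vehicle wells with enzyme and 100% = reference inhibitor wells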
# Scp1 inh = Scp-1 (human) phosphatase inhibition; Recombinant Scp1, phosphopeptide, malachite green phosphate absorbance; inhibition, % at 20 µM; 340,000 tested, 0.88% active; AID 493091;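 active means inhibition above about 50% at 20 µM, limit read from the data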;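 further: plate controls were DMSO wells with enzyme for no effect and wells lacking enzyme for full effect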
#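 Material – SCP-1 phosphatase catalytic domain, residues 76-261 · Buffer or medium – Acidic Tris acetate buffer with magnesium and detergent · Also added – Phospho 17-mer peptide substrate · Compound – single 20 µM dose, 1% DMSO · Times – 45 min room-temperature reaction, 5 min colour, 30 min stabiliser · Technique – Phosphate-binding colour reagent, absorbance read at 630 nm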
# LMPTP block = LMPTP (human) inhibition; P24666; recombinant LMPTP-A, OMFP fluorogenic substrate, fluorescence intensity; inhibition, % at 20 µM; 360,000 tested, 0.22% active;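 active means compounds that cut the enzyme signal by at least half of the control window in the single-dose screen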;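 further: plate controls were DMSO wells with enzyme plus substrate for no effect and substrate without enzyme for full effect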
#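 Test system: LMPTP-A phosphatase enzyme; input: 0.625 nM LMPTP-A final; reagent: OMFP substrate, 400 µM final; compound dosing: 20 µM single dose, 3% DMSO; incubation: 50 min dark incubation at room temperature; measured by: endpoint fluorescence intensity from OMFP dephosphorylation; measure: % inhibition relative to no-enzyme and uninhibited control wells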
# STEP inh = blocks human striatal-enriched tyrosine phosphatase; P54829; inhibition, % at 20 µM; recombinant STEP, OMFP fluorogenic substrate, fluorescence; AID 588621; 360,000 tested, 0.25% active;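 active means inhibition at 20 µM, scaled per plate between control wells, above about 37%, limit read from the data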;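 further: 0% = DMSO with enzyme and substrate and 100% = substrate only without enzyme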
# Target sequence (P54829 whole entry, looked up): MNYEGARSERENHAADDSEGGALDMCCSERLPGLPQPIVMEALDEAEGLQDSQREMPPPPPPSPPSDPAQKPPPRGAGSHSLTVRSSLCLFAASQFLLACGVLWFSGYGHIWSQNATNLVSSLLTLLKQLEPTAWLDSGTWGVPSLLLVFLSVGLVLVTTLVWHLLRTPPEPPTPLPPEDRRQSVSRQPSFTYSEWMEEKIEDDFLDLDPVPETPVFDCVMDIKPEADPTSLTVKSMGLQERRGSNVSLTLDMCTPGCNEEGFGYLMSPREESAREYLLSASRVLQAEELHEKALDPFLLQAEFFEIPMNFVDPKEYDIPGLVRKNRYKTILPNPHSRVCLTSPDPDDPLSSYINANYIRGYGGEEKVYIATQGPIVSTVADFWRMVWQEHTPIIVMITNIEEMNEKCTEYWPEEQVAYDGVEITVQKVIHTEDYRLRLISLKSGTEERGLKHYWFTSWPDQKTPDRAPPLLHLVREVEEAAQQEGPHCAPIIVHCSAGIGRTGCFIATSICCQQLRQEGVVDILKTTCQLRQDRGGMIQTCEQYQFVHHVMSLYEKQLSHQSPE
#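 System: STEP phosphatase, cell-free reaction; Buffer or medium: Bis-Tris pH 6.0 buffer with DTT, detergent; Incubation: 20 min at room temperature, dark; Measured by: fluorescence, 480/540 nm.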
# The depositor's hits bear a star; i = inactive; nt = no result given; + = active, no number.
SMILES,SUMO1-SIM PPI,CSN inh,Tb MetRS inh,DNMT1 inh,Rpn11 inh,NadD block,MsrA inh,Scp1 inh,LMPTP block,STEP inh
O=c1c2ccccc2ncn1-c1ccc(Br)cc1[N+](=O)[O-],-24,3,2.0,-3,i,-1,-0.6,-9,2.1,1
O=C(Nc1ccccc1F)Oc1cccc(OC(=O)Nc2ccccc2F)c1,6,-1,0.0,0,i,-2,-2.9,-11,11,0
CC1=C(C)CC(C(=O)NNC(=O)c2csc3c2CCC(C(C)(C)C)C3)C(C(=O)O)C1 (configuration not stated),-1,0,-0.3,0,i,2,-0.6,-7,-0.7,-3
CCCNC(=O)c1ccc2c(c1)nc(C)n2-c1cccc(C)c1,2,3,-0.5,-1,i,-2,1.0,-9,-0.9,-3
Cc1oc(-c2ccc(Cl)cc2)nc1CS(=O)CC(=O)NCc1ccccn1 (configuration not stated),2,-2,-0.5,-10,i,-7,0.5,-9,0.2,0
Cc1ccc(S(=O)(=O)N(CCCO)CC(O)CON=C2c3ccccc3-c3ccccc32)cc1 (configuration not stated),6,1,0.1,-35,i,-13,1.1,61*,4.0,3
CC(=O)c1ccccc1NC(=O)c1ccc(OCc2c(C)noc2C)cc1,-4,3,-0.4,-8,i,-3,0.3,-10,0.8,3
O=C(c1cc(Cl)ccc1Cl)N1CCOCC1,1,-4,-0.2,10,i,1,0.3,-6,-2.8,-5
CCCCCCCCOC(=O)C(NC(=O)CCC(=O)Nc1ccc(S(N)(=O)=O)cc1)C(O)c1ccccc1 (configuration not stated),-2,0,0.6,8,i,0,0.7,0,-1.6,-1
O=C(Cc1ccc(-c2ccccc2)cc1)Nc1ncccc1O,-17,4,-1.0,-10,i,9,-1.6,-6,0.2,10
CC(=O)CCn1cnc([N+](=O)[O-])n1,-10,-1,1.3,-10,i,7,0.4,-3,0.1,-1
Cc1ccc(N=C2NC(=O)/C(=C\c3ccco3)S2)cc1,-7,3,0.1,45,i,3,-0.2,7,2.0,-5
Cc1nc2c(sc(=S)n2Cc2ccco2)c(=O)n1CC(=O)Nc1ccc(F)cc1,2,2,-0.2,10,i,7,-0.7,-13,2.3,2
Oc1c(Br)cc(Br)cc1/C=N/n1c(-c2ccccc2)n[nH]c1=S,10,8,-0.5,2,i,14,0.2,-5,-0.7,4
CCN(Cc1ccccc1)C(=O)CN1C(=O)COc2ccc(S(=O)(=O)NC3CCCC3)cc21,-1,5,-0.4,3,i,-2,-0.5,-6,0.7,-3
C=CCc1cc(C=Nc2ccc(N3CCOCC3)cc2)cc(OCC)c1O,0,1,-0.7,-4,i,-3,1.2,-5,-0.4,0
CCOC(=O)N1CCN(C(=S)Nc2ccc(C)cc2C)CC1,4,-5,-0.5,-1,i,2,1.1,-1,-1.5,0
Cc1c(CCCN)c2ccccc2n1Cc1ccccc1,-20,4,-0.4,27,i,-2,0.2,6,-0.1,0
CN(C)c1ccc(C=C2C=CC=C2)cc1,-25,11,-0.2,-10,i,2,0.1,0,2.0,0
O=C(N/N=C/c1cc(Cl)cc([N+](=O)[O-])c1O)c1ccccc1NS(=O)(=O)c1cccs1,8,-3,0.6,-1,+,13,1.0,-6,4.5,5
C/C(=N\NC(=O)COc1ccccc1[N+](=O)[O-])c1cccs1,-17,-4,-0.5,1,i,-8,0.3,-7,-0.8,-2
O=C(CSc1nc2ncc(Br)cc2[nH]1)c1cccc([N+](=O)[O-])c1,-10,1,3.0,3,i,0,0.1,-3,0.9,-2
Cc1ccc([N+](=O)[O-])c(OCCN2C(=O)NC(C)(C)C2=O)c1,14,2,-0.3,0,i,-8,-0.3,-12,0.0,-3
Cc1n[nH]c(=S)n1-c1ccc(Cl)cc1,1,3,-1.2,2,i,2,-0.1,7,-1.5,0
CC(C)(C)OC(=O)[C@H](Cc1ccccc1)NC(=O)c1nc[nH]c1C(=O)N1CCN(C(=O)OC(C)(C)C)CC1,6,0,-0.5,2,i,11,-0.5,-8,0.1,2
CCC(=NCCc1c(C)[nH]c2ccccc12)C1=C(O)CC(c2ccccc2)CC1=O (configuration not stated),2,5,-0.8,-13,i,9,-0.8,-10,4.2,2
COc1ccc(/C=N/OCC(=O)N2CCCC2)c(OC)c1,1,-2,-1.3,0,i,-3,-0.7,-5,0.6,-1
CC(C)Nc1ncnc2[nH]ncc12,2,-1,0.1,-1,i,-2,-0.3,-10,-2.4,5
Cc1cccc2cc(CN(Cc3ccccc3)C(=O)c3cccc(F)c3)c(Cl)nc12,-4,3,-0.4,3,i,-6,1.4,-10,3.9,0
CCCCNC(=O)/C=C/c1ccc(S(=O)(=O)Nc2ccc(OC)cc2)cc1,-12,2,0.0,-1,i,-7,-0.1,-8,1.4,-1
CCC(C)C(=O)Nc1cc([N+](=O)[O-])ccc1Cl (configuration not stated),-20,-15,0.6,1,i,-1,0.6,1,0.1,-2
Cc1ccccc1CN1CCN(C(=O)[C@H]2O[C@@H](n3ccc(=O)[nH]c3=O)[C@H](O)[C@@H]2O)CC1,4,-7,-0.5,-5,i,-4,-0.4,nt,-0.9,-1
O=C(CNC(=O)c1cccs1)N=Nc1c(O)[nH]c2ccc(Br)cc12,-21,-5,1.2,-2,i,6,0.0,-6,0.7,-3
O=C(Nc1cc(C(F)(F)F)ccc1F)C1CCC1,1,2,-1.3,5,i,-5,1.2,-5,-2.3,-3
CCN(CC)S(=O)(=O)c1ccc(NC=C(C#N)C#N)cc1,-4,-1,-0.4,2,i,-5,3.0,-2,-0.8,-3
O=C(CNC(c1ccccc1)c1ccccc1)Nc1ccccc1Br,1,-2,0.1,-5,i,3,1.4,2,4.4,0
CC(C)c1ccc(C2(C)NC(=O)N(C(C)C(=O)Nc3ccc(N4CCOCC4)cc3)C2=O)cc1 (configuration not stated),1,-4,0.0,0,i,5,0.9,-1,0.0,1
O=C(c1cccc(S(=O)(=O)N2CCCC2)c1)c1nnc(-c2ccncc2)o1,-30,-2,-0.6,0,i,9,-1.1,1,-1.9,2
CCOC(=O)Cn1c(CN(Cc2ccccc2)Cc2ccccc2)nc2c1c(=O)n(C)c(=O)n2C,-1,1,-0.1,-6,i,1,-0.8,-4,1.1,4
CCOc1ccc(S(=O)(=O)N2CCCC(C(=O)NCc3ccncc3)C2)cc1C (configuration not stated),-7,7,0.3,1,i,0,-1.5,-2,-0.7,0
COc1cccc(CNc2nc3cc(-c4ccsc4)sc3c(=O)n2C)c1OC,-9,-3,0.3,-9,i,14,1.0,nt,2.7,2
O=C(COc1ccc(-c2ccccc2)cc1)NNC(=O)Nc1ccc(F)cc1F,11,5,-0.2,37,i,7,1.2,34,22,2
CCOC(=O)Cc1csc(NC(=O)NC2(C(F)(F)F)Oc3ccc(Cl)cc3O2)n1 (configuration not stated),6,3,0.1,11,i,-4,-1.0,-8,-0.5,-2

# Laid out differently: 12 of the compounds above.
# Results follow in this order: SUMO1-SIM PPI | CSN inh | Tb MetRS inh | DNMT1 inh | Rpn11 inh | NadD block | MsrA inh | Scp1 inh | LMPTP block | STEP inh
Cc1cccc2cc(CN(Cc3ccccc3)C(=O)c3cccc(F)c3)c(Cl)nc12
  -4 | 3 | -0.4 | 3 | i | -6 | 1.4 | -10 | 3.9 | 0
CCCCNC(=O)/C=C/c1ccc(S(=O)(=O)Nc2ccc(OC)cc2)cc1
  -12 | 2 | 0.0 | -1 | i | -7 | -0.1 | -8 | 1.4 | -1
CCC(C)C(=O)Nc1cc([N+](=O)[O-])ccc1Cl (configuration not stated)
  -20 | -15 | 0.6 | 1 | i | -1 | 0.6 | 1 | 0.1 | -2
Cc1ccccc1CN1CCN(C(=O)[C@H]2O[C@@H](n3ccc(=O)[nH]c3=O)[C@H](O)[C@@H]2O)CC1
  4 | -7 | -0.5 | -5 | i | -4 | -0.4 | nt | -0.9 | -1
O=C(CNC(=O)c1cccs1)N=Nc1c(O)[nH]c2ccc(Br)cc12
  -21 | -5 | 1.2 | -2 | i | 6 | 0.0 | -6 | 0.7 | -3
O=C(Nc1cc(C(F)(F)F)ccc1F)C1CCC1
  1 | 2 | -1.3 | 5 | i | -5 | 1.2 | -5 | -2.3 | -3
CCN(CC)S(=O)(=O)c1ccc(NC=C(C#N)C#N)cc1
  -4 | -1 | -0.4 | 2 | i | -5 | 3.0 | -2 | -0.8 | -3
O=C(CNC(c1ccccc1)c1ccccc1)Nc1ccccc1Br
  1 | -2 | 0.1 | -5 | i | 3 | 1.4 | 2 | 4.4 | 0
CC(C)c1ccc(C2(C)NC(=O)N(C(C)C(=O)Nc3ccc(N4CCOCC4)cc3)C2=O)cc1 (configuration not stated)
  1 | -4 | 0.0 | 0 | i | 5 | 0.9 | -1 | 0.0 | 1
O=C(c1cccc(S(=O)(=O)N2CCCC2)c1)c1nnc(-c2ccncc2)o1
  -30 | -2 | -0.6 | 0 | i | 9 | -1.1 | 1 | -1.9 | 2
CCOC(=O)Cn1c(CN(Cc2ccccc2)Cc2ccccc2)nc2c1c(=O)n(C)c(=O)n2C
  -1 | 1 | -0.1 | -6 | i | 1 | -0.8 | -4 | 1.1 | 4
CCOc1ccc(S(=O)(=O)N2CCCC(C(=O)NCc3ccncc3)C2)cc1C (configuration not stated)
  -7 | 7 | 0.3 | 1 | i | 0 | -1.5 | -2 | -0.7 | 0

# An unsorted share of the library, and some 3.9% of all compounds hit somewhere here.
